OXTR potentiator – potentiators of human oxytocin receptor | AID 2445 | P30559 | CHO-OTR cells, Fluo-8 calcium fluorescence, potentiator mode; 0% = oxytocin EC15, 100% = EC100 | actives 0.061% (n = 320,000) | activation, % at 3 µM;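 active = activation above that plate's cutoff, the mean activation of tested compounds plus 3 SD, cut at about 6.6% in these data, passing the limit was not always enough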;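 also: 100% uses oxytocin at 75 nM as the full agonist control; some results filed as inactive read as strong as hits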
Target sequence (P30559 whole entry, looked up): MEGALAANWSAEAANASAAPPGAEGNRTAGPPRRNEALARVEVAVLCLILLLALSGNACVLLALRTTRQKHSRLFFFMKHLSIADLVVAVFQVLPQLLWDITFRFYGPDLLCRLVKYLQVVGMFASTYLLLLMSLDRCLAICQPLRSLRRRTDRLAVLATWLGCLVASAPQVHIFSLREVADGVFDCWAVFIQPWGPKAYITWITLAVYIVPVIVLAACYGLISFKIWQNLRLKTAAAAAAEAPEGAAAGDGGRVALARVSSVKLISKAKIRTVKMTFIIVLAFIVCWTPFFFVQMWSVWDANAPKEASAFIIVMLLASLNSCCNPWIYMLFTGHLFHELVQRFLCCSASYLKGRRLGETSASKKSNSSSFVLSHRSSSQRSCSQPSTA
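Assay system: CHO cell line stably expressing human OTR. Reagent: EC15 oxytocin agonist. Dosing: single dose, 3.0 µM nominal final compound concentration. Timing: compound 6 min at room temperature before oxytocin, 100 s read. Signal: kinetic Fluo-8 calcium fluorescence. Controls: oxytocin EC15 low and EC100 high.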
TAAR1 antag – antagonists of human TAAR1; CHO RD-HGA16 TAAR1, Fluo-8 calcium fluorescence, antagonist; inhibition, % at 3 µM; actives 1.5% (n = 360,000);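 active = inhibition above a per-plate cutoff, the mean inhibition of test compounds on that plate plus 3 SD, cut at about 49% in these data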;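 also: 0% = DMSO plus EC80 beta-PEA response and 100% = DMSO alone without agonist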
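Test system: CHO RD-HGA16 cells bearing hTAAR1 | Reagent: β-PEA, EC80 | Compound dosing: 3 µM, single point | Schedule: Dye loading 75 min at 37 °C, then 30 min room temperature | Signal: Calcium fluorescence with Fluo-8 | Evaluation: Percent inhibition of PEA-evoked calcium signal, max/basal emission ratio | Control set: DMSO-only wells and EC80 β-PEA-stimulated wells | Repeats: Singlicate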
CHRM1 PAM – human CHRM1 positive allosteric modulation. activation, % at 3 µM. P11229. CHO-K1 hM1, Fluo-8 calcium fluorescence, ACh EC20; 0% = ACh EC20, 100% = maximal ACh. actives 0.088% (n = 360,000); in the data active = activation above about 19%, passing the limit was not always enough
Target sequence (P11229 whole entry, looked up): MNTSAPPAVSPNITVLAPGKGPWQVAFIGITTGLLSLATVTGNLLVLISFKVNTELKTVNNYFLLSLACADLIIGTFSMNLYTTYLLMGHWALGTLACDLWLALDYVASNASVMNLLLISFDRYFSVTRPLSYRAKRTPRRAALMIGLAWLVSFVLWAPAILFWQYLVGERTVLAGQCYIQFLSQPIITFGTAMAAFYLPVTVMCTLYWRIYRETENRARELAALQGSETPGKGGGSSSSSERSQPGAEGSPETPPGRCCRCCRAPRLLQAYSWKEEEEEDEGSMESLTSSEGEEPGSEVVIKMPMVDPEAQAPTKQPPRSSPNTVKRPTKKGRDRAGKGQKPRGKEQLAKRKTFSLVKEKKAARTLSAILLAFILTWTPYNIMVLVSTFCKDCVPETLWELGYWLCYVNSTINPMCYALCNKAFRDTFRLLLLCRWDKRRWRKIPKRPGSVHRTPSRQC
V1R ag counter – V1a receptor agonism, counter-screen for OXTR agonists | actives 0.25% (n = 320,000) | activation, % at 3 µM | CHO-V1R cells, Fluo-8 calcium fluorescence, agonist mode; 0% DMSO, 100% 3 nM vasopressin | P37288;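 active = activation above the mean activation of all tested compounds plus 3 SD, per screening run, cut at about 20% in these data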;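 also: signal is peak over basal fluorescence ratio across a 100 second FLIPR read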
TAAR1 ag – agonists of human TAAR1. Q96RJ0. activation, % at 3 µM. CHO RD-HGA16 TAAR1, Fluo-8 calcium fluorescence; vehicle wells 0%, saturating PEA agonist 100%. actives 0.99% (n = 360,000);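 active = activation above the mean activation of all test compounds in the run plus 3 SD, cut at about 38% in these data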
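Assay system – CHO-derived RD-HGA16 cells with stable Gα16 and human TAAR1 · Compound dosing – one-point dosing at 3 µM (nominal) · Incubation – 17-24 h seeding, 75 min 37 °C dye, 30 min RT · Measured by – kinetic Fluo-8 calcium fluorescence · Control set – DMSO vehicle as 0%, PEA at EC100 as 100% · Repeats – single well for each compound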
CHRM1 agonist – activates human CHRM1 receptor; activation, % at 3 µM; AID 588814; actives 0.33% (n = 360,000); P11229; CHO-K1 hM1, Fluo-8 calcium fluorescence, agonist mode; 0% DMSO, 100% acetylcholine EC100;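 active = activation above the run's mean compound activation plus 3 SD, cut at about 16% in these data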;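 also: peak over basal fluorescence ratio within a 140 s kinetic read after compound addition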
M1 antag – blocks human M1 muscarinic receptor. CHO-K1 hM1, Fluo-8 calcium fluorescence, ACh EC80 antagonist. inhibition, % at 3 µM. actives 1.3% (n = 360,000);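 active = percent inhibition above its own plate's cutoff, namely the mean of that plate's compound wells plus 3 SD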;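 also: peak over basal fluorescence ratio during 140 s after agonist addition; 0% = ACh EC80 plus DMSO and 100% = DMSO alone without agonist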
OXTR ag – human OXTR agonism. CHO-OTR cells, Fluo-8 calcium fluorescence; normalized: DMSO 0%, oxytocin 100%. activation, % at 3 µM. P30559. actives 0.32% (n = 320,000);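 active = activation above the mean of all tested compounds plus 3 SD, cutoff set per screening run, cut at about 20% in these data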;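 also: peak over basal fluorescence ratio from a 100 s FLIPR kinetic read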
CHO parental Ca – counter-screen: ATP calcium response change in parental CHO cells. parental CHO-K1, ATP-induced calcium, Fluo-8 fluorescence. inhibition, % at 5.6 µM. actives 0.63% (n = 330,000);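 active = inhibition above that plate's mean sample inhibition plus 3 SD, cut at about 26% in these data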;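 also: 0% = ATP-challenged DMSO wells and 100% = DMSO wells without ATP; some compounds past the cut are filed as inactive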
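Material: parental CHO cells / Compound: single nominal dose of 5.6 µM per compound / Signal: Fluo-8 fluorescence / Replicates: singlicate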
The depositor's hits bear a star.

Results for COCCCN(C(=O)C(C)Oc1ccc(Br)cc1)c1c(N)n(Cc2ccccc2)c(=O)[nH]c1=O (configuration not stated) ?
OXTR potentiator: -8; TAAR1 antag: -4; CHRM1 PAM: 6; V1R ag counter: 1.2; TAAR1 ag: 0; CHRM1 agonist: -5; M1 antag: -3; OXTR ag: -0.4; CHO parental Ca: -32

Results for Cc1ccc(NC(=O)CCC(=O)NNC(=O)COc2ccc([N+](=O)[O-])cc2)cc1C ?
OXTR potentiator: -6; TAAR1 antag: -16; CHRM1 PAM: 6; V1R ag counter: 0.4; TAAR1 ag: 3; CHRM1 agonist: -1; M1 antag: -1; OXTR ag: -1.5; CHO parental Ca: -4

What do the screens show for `Cc1ccc(Cl)cc1N(CC(=O)NC1CCCCC1)S(C)(=O)=O`?
OXTR potentiator: -1; TAAR1 antag: -5; CHRM1 PAM: -10; V1R ag counter: 0.8; TAAR1 ag: 1; CHRM1 agonist: -7; M1 antag: 21; OXTR ag: 1.2; CHO parental Ca: -3

Results for CCN(CC)S(=O)(=O)c1ccc(N2CCOCC2)c(NC(=O)COc2ccc(OC)cc2)c1 ?
OXTR potentiator: -5; TAAR1 antag: 1; CHRM1 PAM: 6; V1R ag counter: 1.2; TAAR1 ag: 0; CHRM1 agonist: -4; M1 antag: -3; OXTR ag: -1.6; CHO parental Ca: -16

Results for CN1CCCN(C(=O)CC(c2ccccc2)c2ccccc2)CC1 ?
OXTR potentiator: -8; TAAR1 antag: -6; CHRM1 PAM: -31; V1R ag counter: -0.1; TAAR1 ag: 3; CHRM1 agonist: -12; M1 antag: 99*; OXTR ag: -0.7; CHO parental Ca: -12

Results for COc1ccc(CCC(=O)Nc2ccc(C(=O)c3ccncc3)cc2)cc1 ?
TAAR1 antag: 32; CHRM1 PAM: 0; TAAR1 ag: 8; CHRM1 agonist: -1; M1 antag: -2

How did Cc1nc2c(c(C)nn2-c2ccccc2)c(C)c1C do in these assays?
OXTR potentiator: -3; TAAR1 antag: -53; CHRM1 PAM: 0; V1R ag counter: -1.7; TAAR1 ag: -1; CHRM1 agonist: -7; M1 antag: 2; OXTR ag: -2.3; CHO parental Ca: -17

What do the screens show for `C=CCOc1cccc(C2C(C(=O)c3cc4ccccc4o3)=C(O)C(=O)N2c2cc(C)on2)c1` (configuration not stated)?
OXTR potentiator: 2; TAAR1 antag: -13; CHRM1 PAM: -1; V1R ag counter: 0.8; TAAR1 ag: 0; CHRM1 agonist: -2; M1 antag: 4; OXTR ag: 0.2; CHO parental Ca: -10

What do the screens show for `CCOc1ccc2ccccc2c1CNc1nnnn1CC`?
OXTR potentiator: 5; TAAR1 antag: -25; CHRM1 PAM: 7; V1R ag counter: 3.5; TAAR1 ag: 0; CHRM1 agonist: -3; M1 antag: -14; OXTR ag: -1.0; CHO parental Ca: -13

Results for CCOC(=O)c1sc(=NC(=O)c2cccc(C)c2)n(C)c1C ?
OXTR potentiator: -13; TAAR1 antag: -18; CHRM1 PAM: 14; V1R ag counter: -0.1; TAAR1 ag: 0; CHRM1 agonist: -1; M1 antag: -18; OXTR ag: -0.5; CHO parental Ca: -21

Quoted at random: two compounds from above.
Results for Cc1ccc(NC(=O)CCC(=O)NNC(=O)COc2ccc([N+](=O)[O-])cc2)cc1C ?
OXTR potentiator: -6; TAAR1 antag: -16; CHRM1 PAM: 6; V1R ag counter: 0.4; TAAR1 ag: 3; CHRM1 agonist: -1; M1 antag: -1; OXTR ag: -1.5; CHO parental Ca: -4

Results for CCOC(=O)c1sc(=NC(=O)c2cccc(C)c2)n(C)c1C ?
OXTR potentiator: -13; TAAR1 antag: -18; CHRM1 PAM: 14; V1R ag counter: -0.1; TAAR1 ag: 0; CHRM1 agonist: -1; M1 antag: -18; OXTR ag: -0.5; CHO parental Ca: -21

Carrying on.
How did CN1/C(=C\C(=O)c2cncc(Br)c2)C(C)(C)c2ccccc21 do in these assays?
OXTR potentiator: -6; TAAR1 antag: 0; CHRM1 PAM: -12; V1R ag counter: 1.5; TAAR1 ag: 0; CHRM1 agonist: -7; M1 antag: 14; OXTR ag: -2.2; CHO parental Ca: 39*

Results for CCOC(=O)c1nn(-c2ccccc2)c(=O)c2c(N)scc12 ?
OXTR potentiator: -6; TAAR1 antag: 7; CHRM1 PAM: 10; V1R ag counter: -0.1; TAAR1 ag: 0; CHRM1 agonist: 3; M1 antag: -17; OXTR ag: -1.9; CHO parental Ca: -13

What do the screens show for `CCN(CC(=O)Nc1cc(Cl)ccc1C)C(=O)CCOc1ccccc1C`?
OXTR potentiator: -4; TAAR1 antag: -19; CHRM1 PAM: 0; V1R ag counter: -0.1; TAAR1 ag: -3; CHRM1 agonist: -2; M1 antag: -2; OXTR ag: -1.5; CHO parental Ca: -11

How did CC(C)(C)n1nnnc1C(c1ccncc1)N1CCN(c2ccc(O)cc2)CC1 (configuration not stated) do in these assays?
OXTR potentiator: 7; TAAR1 antag: -5; CHRM1 PAM: 8; V1R ag counter: 0.3; TAAR1 ag: 3; CHRM1 agonist: -1; M1 antag: -32; OXTR ag: 0.6; CHO parental Ca: -7

Results for COc1ccc2sc(N(CCN(C)C)C(=O)c3ccc4ccccc4c3)nc2c1 ?
OXTR potentiator: -7; TAAR1 antag: -26; CHRM1 PAM: 5; V1R ag counter: 0.6; TAAR1 ag: 4; CHRM1 agonist: 20*; M1 antag: -6; OXTR ag: 1.3; CHO parental Ca: -7

Results for CN(CC(=O)Nc1ccccc1C(F)(F)F)C(=O)COc1ccccc1Cc1ccccc1 ?
OXTR potentiator: -17; TAAR1 antag: 4; CHRM1 PAM: -5; V1R ag counter: 1.6; TAAR1 ag: 2; CHRM1 agonist: 1; M1 antag: 23; OXTR ag: 0.6; CHO parental Ca: -32

How did Cc1ccc(C(=O)NC2CC3CCC(C2)N3Cc2ccco2)cc1 (configuration not stated) do in these assays?
OXTR potentiator: -12; TAAR1 antag: 4; CHRM1 PAM: 7; V1R ag counter: -0.3; TAAR1 ag: 5; CHRM1 agonist: -5; M1 antag: -11; OXTR ag: 0.2; CHO parental Ca: -19

Results for Cc1ccc(NC(=O)CCCNC(=O)c2ccc(Cl)cc2)c(O)c1 ?
OXTR potentiator: 0; TAAR1 antag: -19; CHRM1 PAM: 2; V1R ag counter: 1.1; TAAR1 ag: 0; CHRM1 agonist: -2; M1 antag: -1; OXTR ag: -0.5; CHO parental Ca: -7

How did CCOc1ccc(CCNC(=O)c2cc3c(s2)CS(=O)(=O)C3)cc1OCC do in these assays?
OXTR potentiator: -1; TAAR1 antag: -5; CHRM1 PAM: 8; V1R ag counter: 0.9; TAAR1 ag: 3; CHRM1 agonist: -3; M1 antag: -12; OXTR ag: -0.9; CHO parental Ca: -12

How did Cn1nc(C2CC2)cc1NC(=O)C1(C)CCN1C(=O)Cc1ccc(-c2ccccc2)cc1 (configuration not stated) do in these assays?
TAAR1 antag: 20; CHRM1 PAM: -13; TAAR1 ag: 5; CHRM1 agonist: 0; M1 antag: 30*

Results for COc1ccc([C@H]2CC(=O)C=C(c3cc(C(F)(F)F)cc(C(F)(F)F)c3)C2)cc1 ?
OXTR potentiator: -6; TAAR1 antag: 0; CHRM1 PAM: 4; V1R ag counter: -0.1; TAAR1 ag: 1; CHRM1 agonist: -3; M1 antag: -8; OXTR ag: -0.3; CHO parental Ca: -2

What do the screens show for `Cc1ncc(CN2CCCC(C(=O)Nc3ccc(-c4cscn4)cc3)C2)cn1` (configuration not stated)?
OXTR potentiator: -2; TAAR1 antag: -6; CHRM1 PAM: 10; V1R ag counter: 0.4; TAAR1 ag: 1; CHRM1 agonist: 1; M1 antag: -13; OXTR ag: 0.2; CHO parental Ca: -14

How did COc1ccc(Br)cc1CNC(=O)C1CCN(S(=O)(=O)N2CCCC2)CC1 do in these assays?
OXTR potentiator: 0; TAAR1 antag: -22; CHRM1 PAM: 9; V1R ag counter: 0.4; TAAR1 ag: 10; CHRM1 agonist: -4; M1 antag: -31; OXTR ag: -0.2; CHO parental Ca: -11

What do the screens show for `COc1ccc(N(CC(=O)N/N=C(\C)CCc2ccccc2)S(=O)(=O)c2ccc(C)cc2)cc1`?
OXTR potentiator: -21; TAAR1 antag: -6; CHRM1 PAM: -3; V1R ag counter: 0.5; TAAR1 ag: -1; CHRM1 agonist: -2; M1 antag: -16; OXTR ag: -0.7; CHO parental Ca: -27

How did Cc1cc(N2CCOCC2)ccc1/C=C1\NC(=O)N(Cc2ccccc2)C1=O do in these assays?
OXTR potentiator: -19; TAAR1 antag: 11; CHRM1 PAM: -7; V1R ag counter: 7.6; TAAR1 ag: 16; CHRM1 agonist: 1; M1 antag: 1; OXTR ag: 8.2; CHO parental Ca: 16

What do the screens show for `COc1cccc(C(O)c2nc(-c3cc(F)cc(F)c3)cs2)c1` (configuration not stated)?
TAAR1 antag: -4; CHRM1 PAM: 7; TAAR1 ag: 0; CHRM1 agonist: 4; M1 antag: -4

Results for CS(=O)(=O)NCCCNc1ccc(Cl)cc1[N+](=O)[O-] ?
OXTR potentiator: -6; TAAR1 antag: 7; CHRM1 PAM: 7; V1R ag counter: 1.4; TAAR1 ag: 7; CHRM1 agonist: -3; M1 antag: -2; OXTR ag: 2.3; CHO parental Ca: -7

How did CCc1nc2ccc(C(=O)NCCC(C)C)cn2c1N(C)Cc1nccs1 do in these assays?
TAAR1 antag: -13; CHRM1 PAM: -3; TAAR1 ag: 3; CHRM1 agonist: -5; M1 antag: -1

What do the screens show for `Cc1cc(C)c(N2C(=O)CCCC2=O)c(Cl)c1`?
OXTR potentiator: -1; TAAR1 antag: 0; CHRM1 PAM: 11; V1R ag counter: 0.3; TAAR1 ag: 1; CHRM1 agonist: -4; M1 antag: -20; OXTR ag: -0.2; CHO parental Ca: -2

What do the screens show for `CC(C)N(Cc1nc2ccccc2[nH]1)C(C)C`?
OXTR potentiator: 0; TAAR1 antag: 11; CHRM1 PAM: 10; V1R ag counter: -0.5; TAAR1 ag: 2; CHRM1 agonist: -12; M1 antag: -8; OXTR ag: -0.3; CHO parental Ca: -8

Results for COc1ccc2[nH]c(=O)c(CN(CCO)C(=O)c3cccs3)cc2c1 ?
OXTR potentiator: -9; TAAR1 antag: -10; CHRM1 PAM: 8; V1R ag counter: 0.0; TAAR1 ag: 5; CHRM1 agonist: -3; M1 antag: -10; OXTR ag: -0.3; CHO parental Ca: -13

What do the screens show for `COc1c(CC=C(C)C)cc(C2CC(=O)c3c(O)cc(O)cc3O2)cc1CC=C(C)C` (configuration not stated)?
OXTR potentiator: -5; TAAR1 antag: 35; CHRM1 PAM: -2; V1R ag counter: 2.2; TAAR1 ag: 0; CHRM1 agonist: -2; M1 antag: -1; OXTR ag: 0.5; CHO parental Ca: -9

Compound activity deposited in PubChem by The Scripps Research Institute Molecular Screening Center.
